Assay outcomes (PubChem BioAssay)
UBC13 polyUb: UBC13 polyubiquitin chain formation inhibitors, primary screen, biochemical, TR-FRET, uHTS | Ubiquitin-conjugating enzyme E2 N (Homo sapiens), P61088 | inhibition, % at 20 µM | actives 0.47% (n = 330,000); in the data active means inhibition above about 45%, passing the limit was not always enough
Target sequence (P61088 whole entry, looked up): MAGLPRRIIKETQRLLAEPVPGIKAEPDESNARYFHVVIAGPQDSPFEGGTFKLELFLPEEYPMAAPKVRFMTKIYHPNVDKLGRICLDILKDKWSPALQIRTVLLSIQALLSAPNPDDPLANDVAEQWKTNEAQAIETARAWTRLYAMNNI
APJ antag: antagonists of human apelin receptor APJ, primary screen, CHO-K1 cells, beta-arrestin complementation, luminescence | actives 0.32% (n = 330,000) | AID 2521, 2010 | P35414 | inhibition, % at 20 µM;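 active means inhibition above about 40% at 20 µM, limit read from the data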;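 further: cells challenged with 10 nM apelin-13 agonist together with compound; plate controls were apelin-13 plus DMSO wells for no effect and DMSO wells lacking apelin-13 for full effect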
APJ agonist: agonists of human apelin receptor APJ, primary screen, CHO-K1 cells, PathHunter beta-arrestin, luminescence. P35414. 0% DMSO wells, 100% apelin. activation, % at 20 µM. actives 0.11% (n = 330,000);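 active means activation more than six SD over the plate average, tested at 20 µM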;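 further: 0% = DMSO alone and 100% = apelin-13 at 10 nM; some results filed as inactive read as strong as hits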
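Assay system: CHO-K1 APJ beta-arrestin complementation cell line / Compound: single test compound dose, 20 µM final, 1% DMSO / Times: overnight seeding, 90 min compound at 25 °C, 1 h detection / Technique: beta-gal luminescence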
* marks the source's active call; other numbers are inactive results. Some of the compounds tested; rates above refer to the full screens.

SMILES | UBC13 polyUb | APJ antag | APJ agonist
C[C@@H]1C[C@H]2[C@@H]3C[C@H](F)C4=CC(=O)C(Cl)=C[C@]4(C)[C@@]3(F)[C@@H](O)C[C@]2(C)[C@@]1(O)C(=O)CO | -7 | 7 | 1
CC(=O)O[C@@]12CO[C@@H]1C[C@H](O)[C@@]1(C)C(=O)[C@H](O)C3=C(C)[C@@H](OC(=O)[C@H](O)[C@@H](NC(=O)OC(C)(C)C)c4ccccc4)C[C@](O)([C@@H](OC(=O)c4ccccc4)[C@H]21)C3(C)C | 11 | 12 | -3
CN(CCOc1ccc(NS(C)(=O)=O)cc1)CCc1ccc(NS(C)(=O)=O)cc1 | -9 | 27 | -2

A stretch of the results above:
SMILES | UBC13 polyUb | APJ antag | APJ agonist
CC(=O)O[C@@]12CO[C@@H]1C[C@H](O)[C@@]1(C)C(=O)[C@H](O)C3=C(C)[C@@H](OC(=O)[C@H](O)[C@@H](NC(=O)OC(C)(C)C)c4ccccc4)C[C@](O)([C@@H](OC(=O)c4ccccc4)[C@H]21)C3(C)C | 11 | 12 | -3
CN(CCOc1ccc(NS(C)(=O)=O)cc1)CCc1ccc(NS(C)(=O)=O)cc1 | -9 | 27 | -2
